# Compound activity deposited in PubChem by several laboratories.
# Mac1 fbg enh: CD11b/CD18-fibrinogen binding enhancement; P05107+P11215; K562 CD11b/CD18 adhesion to fibrinogen, ATPlite luminescence; activation, % at 10 µM; 0.07% of 93,000 active; AID 1499;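 active = 10 µM primary screen giving 50% or more activity, confirmed by 40% or more on retest at that dose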; note: strong numbers were not always called active
# Smad3 FoxH1 inh: Smad3 (human) transcription factor binding inhibition. TR-FRET Smad3/Dy647-FoxH1 peptide binding, europium anti-His. AID 630. P84022. inhibition, % at 25 µM. 0.29% of 88,000 active;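 active = compounds that reduce the energy-transfer binding signal between the protein and its labelled peptide by more than half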;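 note: 0% = Smad3 plus labelled peptide maximal FRET and 100% = peptide-only background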
# Target sequence (P84022 whole entry, looked up): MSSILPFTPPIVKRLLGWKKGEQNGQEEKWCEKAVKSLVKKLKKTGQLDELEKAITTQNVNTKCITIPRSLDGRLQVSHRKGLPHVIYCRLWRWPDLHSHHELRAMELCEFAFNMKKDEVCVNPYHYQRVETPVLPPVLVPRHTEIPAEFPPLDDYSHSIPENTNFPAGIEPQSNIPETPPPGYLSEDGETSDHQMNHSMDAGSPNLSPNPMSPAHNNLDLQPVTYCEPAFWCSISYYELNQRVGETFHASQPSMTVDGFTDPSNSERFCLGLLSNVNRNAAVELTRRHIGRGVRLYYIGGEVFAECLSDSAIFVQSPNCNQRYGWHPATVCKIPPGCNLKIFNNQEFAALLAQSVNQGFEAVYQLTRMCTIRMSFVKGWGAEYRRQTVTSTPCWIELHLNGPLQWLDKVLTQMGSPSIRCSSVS
# HUVEC prolif 384: blocks proliferation of human endothelial cells; HUVEC proliferation, CellTiter-Glo luminescence, 72 h; hits give low values; viability, % at 10 µM (by protocol); 1.1% of 86,000 active; AID 648;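 active = viability at or below 30%; inactive = viability above 30%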;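 note: 100% = median luminescence of DMSO-only cell control wells on each plate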
# Fibroblast inh: blocks proliferation of human lung fibroblasts. LL 47 human lung fibroblast viability, ATP luminescence; hits give low values. 1.1% of 85,000 active. AID 719. viability, % at 10 µM;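 active = viability at or below 50% in the single dose screen; inactive = viability above 50%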;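 note: compound exposure lasted 72 h before the ATP readout; 100% = median luminescence of untreated cell-only wells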
#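 material = human LL 47 lung fibroblast cells | dosing = compounds added from tenfold dosing solution, 0.1% DMSO final | timing = overnight cell rest, 72 h compound treatment at 37 °C | measured by = CellTiter-Glo luminescence measuring cellular ATP | evaluation = % viability versus median cells-only luminescence | control set = cell-only wells, no compound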
# MT1-MMP txn act: MT1-MMP promoter transcription activation; 0.16% of 86,000 active; HT1080 MT1-MMP promoter luciferase reporter, luminescence, overnight; hits give high values; activation factor at 10 µM;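 active = activation factor of at least 2 for MT1-MMP transcription at 10 µM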
# ERa SRC1 inh: blocks coactivator binding to human estrogen receptor alpha; TR-FRET ER-alpha LBD / SRC-1 peptide, estradiol-bound; 1.7% of 86,000 active; P03372; inhibition, % at 25.6 µM; in the data active = inhibition above about 50%;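 note: 0% = receptor plus peptide control and 100% = peptide only without receptor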
# H69AR inhibit: growth inhibitors of human H69AR lung tumor cells. H69AR lung tumor viability, ATP luminescence, 72 h; hits give low values. 6% of 85,000 active. AID 598. viability, % at 10 µM;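 active = viability at or below 40%; inactive = viability above 40%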;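 note: multidrug resistant small cell line overexpressing MRP-1 efflux transporter; 100% = mean luminescence of untreated control wells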
# ERa SRC1 pot: enhances coactivator binding to human estrogen receptor alpha. P03372. TR-FRET ERalpha-LBD/SRC-Cy5 coactivator binding, 2 h; 100 = basal binding, no effect. coactivator binding (% of control), % at 25.6 µM. 1.3% of 86,000 active. AID 639; in the data active = activity above about 200%;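 note: binding measured in presence of low estradiol as agonist stimulus; 0% = peptide alone without receptor and 100% = receptor with peptide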
# ERb SRC1 inh: blocks coactivator binding to human estrogen receptor beta; TR-FRET ER-beta LBD / SRC1-Cy5 peptide binding; receptor agonist-loaded with 1 µM estradiol; inhibition, % at 25.6 µM; 1.3% of 86,000 active; AID 633;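 active = compounds whose percent inhibition of the receptor-coactivator binding signal exceeds about 50% in the single-dose screen, limit read from the data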;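 note: 0% = receptor plus peptide wells without compound and 100% = peptide-only wells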
# Target sequence (Q92731 whole entry, looked up, the tested form may be a part): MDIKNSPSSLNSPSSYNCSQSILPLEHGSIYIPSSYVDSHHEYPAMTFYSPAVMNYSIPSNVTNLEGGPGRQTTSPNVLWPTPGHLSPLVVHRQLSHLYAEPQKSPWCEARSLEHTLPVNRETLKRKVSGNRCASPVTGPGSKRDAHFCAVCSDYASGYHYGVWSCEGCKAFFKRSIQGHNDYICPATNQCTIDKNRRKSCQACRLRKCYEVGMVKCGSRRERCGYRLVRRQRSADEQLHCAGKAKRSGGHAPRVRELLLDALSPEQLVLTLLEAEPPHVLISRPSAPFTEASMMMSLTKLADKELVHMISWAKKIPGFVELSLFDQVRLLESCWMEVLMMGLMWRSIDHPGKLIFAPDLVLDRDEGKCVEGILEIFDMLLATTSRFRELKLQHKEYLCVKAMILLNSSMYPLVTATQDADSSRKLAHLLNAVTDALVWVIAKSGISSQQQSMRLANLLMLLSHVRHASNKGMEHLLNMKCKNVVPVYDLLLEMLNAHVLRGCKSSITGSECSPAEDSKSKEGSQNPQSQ
# Active calls of the source: *; . = no result given; [ ] = dose if it differs, or a comment. Not all compounds are listed; the hit share may differ from the screen's.
Molecule,Mac1 fbg enh,Smad3 FoxH1 inh,HUVEC prolif 384,Fibroblast inh,MT1-MMP txn act,ERa SRC1 inh,H69AR inhibit,ERa SRC1 pot,ERb SRC1 inh
COC(=O)c1c(C)[nH]c(C(=O)C(C)Sc2nnc(-c3cc(OC)c(OC)c(OC)c3)o2)c1C (centres undefined),-3,-6,60,82,0.9,-2,67,117,3
Cc1cc(N2CCC(C)CC2)n2ncc(-c3ccccc3)c2n1,-1,3,89,86,1.1,-4,53,125,-7
COc1ccc(N2CCC(CNC(=O)Nc3cccc(OC)c3)C2)cc1 (centres undefined),-1,3,106,93,1.1,44,93,103,-5
CCc1c(C)n([O-])c2c([n+]1=O)CCCCC2,0,4,108,98,1.1,0,97,105,3
CN1C(=O)N(C)C2C1N(CN1CCCCC1)C(=O)N2CN1CCCCC1 (centres undefined),-2,5,83,.,1.2,1,91,120,2
Cc1ccc(SCCC(=O)NCC2CCCO2)cc1 (centres undefined),4,7,98,99,1.1,-28[fluorescence artefact?],102,110,-14[fluorescence artefact?]
CCCC(=O)Nc1ccc2c(c1)nc(CCNC(=O)c1ccccc1)n2C,-3,24[fluorescence artefact?],98,107,0.9,-1,85,95,-2
O=C(NCCN=C1NS(=O)(=O)c2ccccc21)c1ccncc1,-2,6,93,98,1.1,-6,91,108,-1
O=C1OCCC1Sc1nc2cc(Cl)ccc2s1 (centres undefined),0,7,86,91,1,7,86,94[fluorescence artefact?],0
CCCCNCCCOc1cccc(Cl)c1Cl,-3,-5,91,100,1.3,-3,65,89,-4
CC1CC(C)CN(Cc2nc(N)nc(Nc3ccccc3)n2)C1 (centres undefined),-2,-11,98,96,1.3,0,77,100,-13
CC(C)(C)n1nc2c(c1NC(=O)c1cccs1)CS(=O)C2 (centres undefined),-5,5,98,94,1.1,-1,95,144,-9
Nc1nc(-c2cccnc2)nn1C(=O)COc1ccccc1,-1,17,96,108,1,-1,83,138[fluorescence artefact?],-7
CCN(c1ccc(NC(=O)CSc2nnc3nc(C)cc(C)n23)cc1)C(C)C,2,-2,103,111,1.2,-6,92,91,-8
CC(Sc1nnc(Cc2cccs2)n1C1CCCCC1)C(=O)NCc1ccco1 (centres undefined),-3,18[fluorescence artefact?],110,97,0.9,3,88,96,-2
CCOC(=O)C1=NNC(C(=O)c2ccc(OC)cc2)C1c1ccccc1 (centres undefined),-1,-7,99,102,1.1,-3,96,94,-3
COc1ccccc1NC(=O)Cc1cccs1,1,-8,106,102,1,7,103,94,12[fluorescence artefact?]
COc1ccc2c(c1)c1ncn(CCN3CCCCC3)c(=O)c1n2C,1,2,97,100,1.1,-9,70,108,-11
CCOC(=O)/N=C(/NC(=O)Nc1ccc(C(=O)OCC)cc1)OC,4,-1,97,106,0.9,4,86,104,5
CSCCNC(=O)c1ccc(C(C)(C)C)cc1,-1,-4,88,94,0.9,-1,100,130[fluorescence artefact?],-10
O=C(c1ccccc1)n1ccc(-c2cnc(-c3ccccc3)s2)n1,-1,1,69,89,0.5,4,46,138,-7
CCn1c(SCC(=O)NCCc2ccccc2)nc2c(c1=O)SC(C)C2 (centres undefined),-1,-4,96,103,.,-1,82,97,7
O=C(O)CCC(=O)Nc1ccccc1C(=O)NC1CCCCC1,-6,4,102,97,1.2,5,94,93[fluorescence artefact?],8
CC(=O)c1ccc(N2CCN(C(=O)c3ccc(OCc4c(C)noc4C)cc3)CC2)cc1,-2,9,96,85,1.2,-10[fluorescence artefact?],95,101[fluorescence artefact?],-2
COc1cc(S(=O)(=O)N(C)C)ccc1F,.,-4,100,104,1,-6,93,122,4[fluorescence artefact?]
COc1ccc(C2=NOC(C(=O)NCc3cccs3)C2)cc1OC (centres undefined),-2,12,65,58,0.5,13[fluorescence artefact?],24*,100,12
CCCC(OC(=O)CN1C(=O)COc2ccccc21)C(=O)NC1CCCC1 (centres undefined),.,-2,108,99,1,-1,87,115,-1
O=C(CS(=O)(=O)Cc1ccccc1)Nc1ncccn1,-3,2[fluorescence artefact?],112,101,1,-11,104,90[fluorescence artefact?],-7
CCc1c(O)nc(SC2CC(=O)N(c3ccccc3)C2=O)[nH]c1=O (centres undefined),.,-6,100,104,1,4,107,102,-18
COCCN(C(=O)c1ccco1)c1nnc(-c2ccc(OC)c(OC)c2)s1,.,6,112,100,1.1,-10,98,87,-5
CC1CCN(C(=O)CSc2nnc(CNC(=O)c3ccco3)o2)CC1,0,-3,102,94,.,0,99,120,0[fluorescence artefact?]
Cc1c(C=O)cnn1CCC(=O)O,.,0,92,104,1.3,1,97,106[fluorescence artefact?],-7[fluorescence artefact?]
COc1ccc(NC2c3ccccc3C(=O)N2c2ccccn2)cc1Cl (centres undefined),-5,10,102,105,.,-12,96,96,-12
CCN(CC)C(=O)CSc1nc2ccccc2c(=O)n1-c1ccccc1OC,1,-1,92,97,1,-2,76,118,0
Cc1ccc2nc(NC(=O)CSc3nc4ccccc4o3)sc2c1,0,-1,104,104,1.3,4,97,83,3
Cn1c(=O)c(=O)n(C)c2cc(S(=O)(=O)Nc3ccc(OC(F)(F)F)cc3)ccc21,0,-6,89,95,1.1,8,97,81,9
CCc1ccc(N2CC(C(=O)NCc3ccco3)CC2=O)cc1 (centres undefined),.,2,91,92,1.1,2,90,104,-3
O=C(NCC(=O)N1CCN(c2ncccn2)CC1)c1cccs1,7,14,105,96,1.4,-9,92,108,-6
COCCNS(=O)(=O)c1ccc(OCC(=O)OC)c(Cl)c1,5,0,84,106,1.2,5,103,101,10
Cc1cc(NC(=O)C2CCCCC2C(=O)O)no1 (centres undefined),5,-11,104,97,1.1,5,94,114,5
COc1cccc(N(CC(=O)O)S(=O)(=O)c2ccccc2)c1,1,3,93,90,1.1,1,92,111,-12
O=C(CCN1C(=O)COc2ccccc21)NCc1cccs1,.,-9,96,100,1,-8,102,108,1
O=C1CSC(=NC2CCCCC2)N1,-3,-4,95,98,1.1,-2,63,103,0
O=C(Cn1nc(C(F)(F)F)c2c1CCC2)Nc1ccccc1C(F)(F)F,.,12,94,97,1,-10,96,97,-10
CN(C(=O)c1cccnc1)c1nnc(-c2ccccn2)s1,-1,2,88,108,1.6,3[fluorescence artefact?],101,85,0[fluorescence artefact?]
COCC(=O)N(C)c1nnc(-c2ccccn2)s1,-3,1,109,110,1.2,-1,101,101,21[fluorescence artefact?]
CC(=O)NC(Cc1ccccc1)C(=O)N1CCN(C(=O)c2ccco2)CC1 (centres undefined),2,4,103,104,1,2,93,128,-16
Cc1ccc(-c2cc(C(=O)NCc3ccccn3)no2)cc1,4,5,91,107,1.3,-33,92,101,-13[fluorescence artefact?]
Clc1ccc(-n2ncc3c(NCc4ccccn4)ncnc32)cc1,.,1,83,97,1.2,-3,72,108,3
CN(C)c1ccc(/C=[N+](\[O-])C2SC(=S)N(C)C2(C)C)cc1 (centres undefined),2,2,89,102,1.2,12,108,119,13

# Quoted from above for reference:
Molecule,Mac1 fbg enh,Smad3 FoxH1 inh,HUVEC prolif 384,Fibroblast inh,MT1-MMP txn act,ERa SRC1 inh,H69AR inhibit,ERa SRC1 pot,ERb SRC1 inh
Cn1c(=O)c(=O)n(C)c2cc(S(=O)(=O)Nc3ccc(OC(F)(F)F)cc3)ccc21,0,-6,89,95,1.1,8,97,81,9
CCc1ccc(N2CC(C(=O)NCc3ccco3)CC2=O)cc1 (centres undefined),.,2,91,92,1.1,2,90,104,-3
O=C(NCC(=O)N1CCN(c2ncccn2)CC1)c1cccs1,7,14,105,96,1.4,-9,92,108,-6
COCCNS(=O)(=O)c1ccc(OCC(=O)OC)c(Cl)c1,5,0,84,106,1.2,5,103,101,10
Cc1cc(NC(=O)C2CCCCC2C(=O)O)no1 (centres undefined),5,-11,104,97,1.1,5,94,114,5
COc1cccc(N(CC(=O)O)S(=O)(=O)c2ccccc2)c1,1,3,93,90,1.1,1,92,111,-12
O=C(CCN1C(=O)COc2ccccc21)NCc1cccs1,.,-9,96,100,1,-8,102,108,1
O=C1CSC(=NC2CCCCC2)N1,-3,-4,95,98,1.1,-2,63,103,0
O=C(Cn1nc(C(F)(F)F)c2c1CCC2)Nc1ccccc1C(F)(F)F,.,12,94,97,1,-10,96,97,-10
CN(C(=O)c1cccnc1)c1nnc(-c2ccccn2)s1,-1,2,88,108,1.6,3[fluorescence artefact?],101,85,0[fluorescence artefact?]
COCC(=O)N(C)c1nnc(-c2ccccn2)s1,-3,1,109,110,1.2,-1,101,101,21[fluorescence artefact?]
CC(=O)NC(Cc1ccccc1)C(=O)N1CCN(C(=O)c2ccco2)CC1 (centres undefined),2,4,103,104,1,2,93,128,-16
Cc1ccc(-c2cc(C(=O)NCc3ccccn3)no2)cc1,4,5,91,107,1.3,-33,92,101,-13[fluorescence artefact?]
Clc1ccc(-n2ncc3c(NCc4ccccn4)ncnc32)cc1,.,1,83,97,1.2,-3,72,108,3
CN(C)c1ccc(/C=[N+](\[O-])C2SC(=S)N(C)C2(C)C)cc1 (centres undefined),2,2,89,102,1.2,12,108,119,13

# More entries:
Molecule,Mac1 fbg enh,Smad3 FoxH1 inh,HUVEC prolif 384,Fibroblast inh,MT1-MMP txn act,ERa SRC1 inh,H69AR inhibit,ERa SRC1 pot,ERb SRC1 inh
CCCCOc1ccc(C(CC(=O)NC)C(=O)O)cc1 (centres undefined),-2,-2,100,100,1.1,-5,97,101,3
CCN(CC)S(=O)(=O)c1ccc2oc(SCC3CN=C(c4ccc(OC)cc4)S3)nc2c1 (centres undefined),-10,2,65,90,1.2,-10,57,110,-9
CC1=C(C(=O)Nc2ccccc2)C(c2ccc(N(C)C)cc2)NC(=O)N1 (centres undefined),6,-4,97,103,1.1,2,92,116,2
CCOC(=O)C(C)(C)C(=O)C(C)(C)C(O)c1ccccn1 (centres undefined),0,6,102,94,1.1,-5,97,124,-5
COc1ccc(/C=C2\CCc3ccccc3C2=O)cc1Cn1nc(C)c(Br)c1C,.,5,99,96,1.3,-1,69,94,-7
COc1cccc(N2CCN(CC(=O)C34CC5CC(CC(C5)C3)C4)CC2)c1,3,5,93,94,1.2,-5,77,103,-10
CC(C)N(C(=O)CSc1nc2ccccc2n1Cc1ccccc1F)C(C)C,.,-5,103,95,1.1,-9,73,96,-4
